Tb MetRS inh: blocks T. brucei methionyl-tRNA synthetase activity | purified T. brucei MetRS, ATP depletion, Kinase-Glo luminescence | inhibition, % at 11.9 µM | actives 0.4% (n = 360,000) | AID 624268;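 active means inhibition above a per-plate cutoff of the control wells' mean inhibition plus 3 SD, cut at about 5.5% in these data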;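 further: 0% = DMSO wells median and 100% = median of wells with control inhibitor compound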
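System: purified T. brucei MetRS enzyme / Detection: Kinase-Glo luciferase luminescence reporting remaining unconsumed ATP / Medium: HEPES buffer with MgCl2, KCl, DTT, spermine, BSA, pyrophosphatase / Replication: singlicate, one well per compound / Evaluation: percent inhibition relative to median high and low control wells / Schedule: 2 h aminoacylation at 25 °C after 15 min preincubation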
CSN inh: CSN deneddylation inhibition; Q92905; Purified CSN, SCF-Nedd8-OG deneddylation, fluorescence polarization; inhibition, % at 12.5 µM; actives 0.38% (n = 360,000);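 active means pattern-corrected inhibition above about 35%, with an unprinted fluorescence ratio check between 0.5 and 1.5, limit read from the data, passing the limit was not always enough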;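 further: 0% = enzyme with substrate and 100% = substrate without enzyme; some results filed as inactive read as strong as hits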
Target sequence (Q92905 whole entry, looked up, one chain of several): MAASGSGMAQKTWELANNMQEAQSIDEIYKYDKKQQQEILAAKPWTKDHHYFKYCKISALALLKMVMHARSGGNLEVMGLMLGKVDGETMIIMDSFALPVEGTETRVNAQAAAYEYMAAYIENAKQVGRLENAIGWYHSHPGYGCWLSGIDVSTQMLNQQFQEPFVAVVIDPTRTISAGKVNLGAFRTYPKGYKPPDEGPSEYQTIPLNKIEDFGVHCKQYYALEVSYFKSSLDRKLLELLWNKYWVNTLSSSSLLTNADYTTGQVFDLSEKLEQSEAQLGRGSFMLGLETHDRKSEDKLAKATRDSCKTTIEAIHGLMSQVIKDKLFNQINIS
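Assay system: HEK293T-derived human Csn5 enzyme; quantity: 0.24 nM enzyme; medium: Tris/NaCl/DTT buffer, pH 7.5; also added: substrate SCFSkp2-Nedd8OG, 10 nM; doses: 12.5 µM compound; schedule: 90 min reaction at room temperature; signal: FP; read-out: % inhibition of substrate cleavage by Csn5; benchmarks: substrate-only high control, full reaction low control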
Scp-1 inhibitor: Scp-1 (human) phosphatase inhibition; inhibition, % at 20 µM; actives 0.88% (n = 340,000); Q9GZU7; AID 493091; Recombinant Scp1, phosphopeptide, malachite green phosphate absorbance;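 active means inhibition above about 50% at 20 µM, limit read from the data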;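 further: plate controls were DMSO wells with enzyme for no effect and wells lacking enzyme for full effect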
Target sequence (Q9GZU7 76-261 limits assumed): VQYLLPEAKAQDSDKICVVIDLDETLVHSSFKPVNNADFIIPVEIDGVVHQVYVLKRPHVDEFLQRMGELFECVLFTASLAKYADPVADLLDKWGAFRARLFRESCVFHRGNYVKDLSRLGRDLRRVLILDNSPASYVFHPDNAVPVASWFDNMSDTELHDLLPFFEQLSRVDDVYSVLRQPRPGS
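Test system: SCP-1 phosphatase catalytic domain, residues 76-261 | Compound dosing: One concentration, 20 µM, with 1.0% DMSO | Schedule: 45 min room-temperature reaction, 5 min colour, 30 min stabiliser | Detection: Absorbance at 630 nm | Read-out basis: % inhibition of SCP-1 phosphate liberation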
STEP inh: blocks human striatal-enriched tyrosine phosphatase; P54829; recombinant STEP, OMFP fluorogenic substrate, fluorescence; inhibition, % at 20 µM; actives 0.25% (n = 360,000); AID 588621;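 active means inhibition at 20 µM, scaled per plate between control wells, above about 37%, limit read from the data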;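 further: 0% = DMSO with enzyme and substrate and 100% = substrate only without enzyme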
Target sequence (P54829 whole entry, looked up): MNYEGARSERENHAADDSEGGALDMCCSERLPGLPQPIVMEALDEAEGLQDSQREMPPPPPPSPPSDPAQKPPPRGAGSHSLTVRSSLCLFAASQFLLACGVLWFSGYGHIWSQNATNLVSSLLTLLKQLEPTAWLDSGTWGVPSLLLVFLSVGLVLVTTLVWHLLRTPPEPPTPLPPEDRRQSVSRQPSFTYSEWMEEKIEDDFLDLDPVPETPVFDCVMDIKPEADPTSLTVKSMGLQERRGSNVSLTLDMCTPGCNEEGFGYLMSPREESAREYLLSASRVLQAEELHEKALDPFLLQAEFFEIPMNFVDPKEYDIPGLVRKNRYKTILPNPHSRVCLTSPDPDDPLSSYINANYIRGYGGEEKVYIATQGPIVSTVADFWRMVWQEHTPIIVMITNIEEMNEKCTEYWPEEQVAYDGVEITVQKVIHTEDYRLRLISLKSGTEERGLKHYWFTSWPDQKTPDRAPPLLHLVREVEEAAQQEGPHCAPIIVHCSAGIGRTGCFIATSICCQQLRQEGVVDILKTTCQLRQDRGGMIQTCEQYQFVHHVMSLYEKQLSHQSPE
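Also added – OMFP at 25 µM · Test system – STEP tyrosine phosphatase · Technique – FITC-channel fluorescence of OMFP product · Schedule – 20 min at room temperature, dark · Evaluation – control-normalized % inhibition with plate pattern correction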
DNMT1 block: blocks human DNA methyltransferase DNMT1; inhibition (reported as % activation of signal), % at 10 µM; DNMT1 molecular beacon, Hinp1I cleavage, fluorescence; AID 588458; actives 0.83% (n = 360,000); P26358; in the data active means inhibition above about 50%
Rpn11 block: Rpn11 (human) deubiquitinase inhibition; O00487; human 26S proteasome, Ub4-pepOG fluorescence polarization; 20S core pre-blocked with epoxomicin; calls only at 20 µM; actives 0.59% (n = 360,000); AID 588493;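 active means inhibition at 20 µM, scaled to each plate's controls, above about 33%, limit read from the data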
NadD inh: inhibitors of Staphylococcus aureus NadD; purified NadD enzyme, colorimetric absorbance read-out; inhibition, % at 20 µM; actives 0.78% (n = 360,000); AID 602399; in the data active means inhibition above about 26%; further: some compounds past the cut are filed as inactive
MsrA inhibitor: bovine MsrA inhibition; inhibition, % at 15.5 µM; purified bovine MsrA, absorbance read-out; actives 0.75% (n = 360,000); in the data active means inhibition above about 4.5%;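 further: 0% = vehicle wells with enzyme and 100% = reference inhibitor wells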
SUMO1-SIM PPI: SUMO1-SIM interaction modulation. actives 0.33% (n = 360,000). AID 602429. P63165. SUMO1 binding to a labelled peptide, TR-FRET, 1 h. inhibition, % at 20 µM; in the data active means inhibition above about 37%
LMPTP block: blocks human LMPTP phosphatase; P24666; inhibition, % at 20 µM; recombinant LMPTP-A, OMFP fluorogenic substrate, fluorescence intensity; AID 651560; actives 0.22% (n = 360,000);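 active means compounds that cut the enzyme signal by at least half of the control window in the single-dose screen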;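 further: plate controls were DMSO wells with enzyme plus substrate for no effect and substrate without enzyme for full effect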
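Test system – LMPTP-A enzyme · Amount – LMPTP-A at 0.625 nM final in the reaction · Buffer or medium – Bis-Tris pH 6.0, DTT, detergent · Reagent – OMFP 400 µM · Doses – single 20 µM dose · Schedule – reaction 50 min, room temperature, dark · Detection – fluorescence intensity of OMFP turnover product · Evaluation – percent inhibition versus substrate-only and uninhibited controls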
* = called active by the depositor; i = inactive; . = not tested or not shown; + = active, no number.

| canonical_smiles | Tb MetRS inh | CSN inh | Scp-1 inhibitor | STEP inh | DNMT1 block | Rpn11 block | NadD inh | MsrA inhibitor | SUMO1-SIM PPI | LMPTP block |
| --- | --- | --- | --- | --- | --- | --- | --- | --- | --- | --- |
| O=C(CCN1C(=O)C2C3C=CC(C3)C2C1=O)NC1CCCc2ccccc21 (configuration not stated) | -0.7 | 5 | -2 | 0 | -5 | i | 10 | -1.6 | -1 | 0.1 |
| COc1ccc(/C=C2/SC(=O)NC2=O)cc1 | 0.1 | 2 | -4 | -2 | 5 | i | -2 | 4.5 | -9 | -3.1 |
| O=C1NCC(Nc2ccccc2Cl)C(=O)N1 (configuration not stated) | -0.5 | 1 | -5 | 0 | 6 | i | -1 | -1.0 | 5 | -0.3 |
| O=C(N/N=C\C=C\c1ccco1)c1cc(-c2ccc3ccccc3c2)n[nH]1 | 0.7 | 43* | 70* | 4 | 68* | i | 54* | 2.2 | 16 | 15 |
| Cc1ccc(C(=O)O/N=C/c2c(C)nn(C)c2Cl)cc1 | -0.7 | 14 | 4 | -1 | -1 | i | -3 | 1.4 | -1 | 0.8 |
| CC(Sc1nnc(-c2cccnc2)n1N)C(=O)N1CCOCC1 (configuration not stated) | -0.1 | -1 | 2 | -4 | 0 | i | -2 | 0.3 | 4 | -1.5 |
| CCCN(CCC)CCCNC(=O)c1ccc(CS(=O)(=O)c2c(Cl)cccc2Cl)o1 | -0.5 | 0 | -2 | -2 | -3 | i | -8 | -0.7 | 0 | -2.8 |
| CN1CCCCCC1=Nc1ccc([N+](=O)[O-])cc1 | -1.1 | 1 | -5 | -2 | 3 | i | -5 | 1.0 | -18 | -1.8 |
| CCNC(=O)C1(C)CCCN(Cc2ccc(-c3ccccn3)cc2)C1 (configuration not stated) | -0.2 | 1 | . | -3 | -2 | i | -2 | 0.8 | 1 | -1.1 |
| O=C(COC(=O)c1ccc(O)cc1)Nc1ccccc1 | -1.4 | 0 | 1 | 2 | 5 | i | -8 | 0.2 | -3 | -0.4 |
| CN1C[C@@H]2[C@@H]3C(=O)N(C)C(=O)[C@@H]3[C@](Cc3ccccc3)(C1=O)N2C(=O)c1ccccc1 | -0.3 | -4 | 0 | 0 | -4 | i | 0 | 1.0 | 0 | -1.9 |
| CC1(C(=O)NCc2ccc3c(c2)OCO3)CCN1CCc1ccccc1 (configuration not stated) | -0.2 | 2 | . | -1 | 1 | i | -5 | -1.6 | 1 | -0.8 |
| O=C(CN1C(=O)CCSc2ccc(S(=O)(=O)N3CCCC3)cc21)Nc1ccccc1 | 0.5 | 4 | 28 | 1 | 3 | i | -2 | 0.3 | 1 | -0.1 |
| Cn1cc(C(=O)NCc2ccccc2F)cn1 | 0.1 | -3 | -4 | -2 | 3 | i | -2 | -1.0 | 7 | -0.7 |
| CCc1nccn1S(=O)(=O)c1ccc(Br)cc1Br | -0.4 | 3 | 1 | -2 | 2 | i | 5 | 4.2 | 0 | 0.6 |
| COC(=O)C[C@H]1C=C[C@H](NC(=O)c2ccccn2)[C@@H](CO)O1 | -1.0 | -4 | . | . | . | . | . | 0.9 | 5 | -1.6 |
| CCOC(=O)c1cc2c(nc1N)CC(C)(CC)OC2 (configuration not stated) | -1.3 | -4 | 9 | -1 | -1 | i | -1 | 1.7 | 0 | -0.3 |
| CCCOc1ccc(NC(=O)Cc2ccc(S(=O)(=O)N3CCOCC3)s2)cc1OCCC | -0.3 | -4 | -8 | -2 | -10 | i | -6 | 0.5 | 2 | 4.2 |
| Cc1ccc2[nH]c(C(=O)O)c(NC(=O)CN3CCN(c4cccc(C)c4C)CC3)c2c1 | 0.1 | 2 | -4 | 0 | -1 | i | 23 | 0.2 | -9 | 0.8 |
| Cc1ccc(-c2nn3c(-c4ccccc4)nnc3o2)cc1 | -0.3 | 0 | . | 4 | 0 | i | -1 | 0.9 | -1 | -1.0 |
| CCCCn1c(N)c(N(CCOC)C(=O)COC(=O)c2cc(CC)c(C)s2)c(=O)[nH]c1=O | -0.3 | 0 | 13 | -2 | 0 | i | 3 | -0.6 | 0 | -0.5 |
| O=S(=O)(c1ccc(Br)cc1)N1CCC2(CC1)OCCO2 | -0.4 | 1 | -8 | -1 | 2 | i | -2 | -1.0 | -2 | -0.7 |
| C[C@H](NC(=O)c1nc[nH]c1C(=O)N1CCN(C(=O)OC(C)(C)C)CC1)c1ccccc1 | -0.4 | -4 | -2 | -2 | 1 | i | 5 | 0.4 | -2 | 0.9 |
| CCC(=O)Nc1sc2c(c1C#N)CC(C)(C)NC2(C)C | 0.1 | -3 | -4 | -2 | 2 | i | 4 | 0.7 | 4 | -0.6 |
| CCOCCCn1c(=S)[nH]c2cc3c(cc2c1=O)OCO3 | 0.1 | 0 | -4 | 1 | -5 | i | 8 | 0.7 | -2 | -0.3 |

A second format for some results above:
SMILES: Cc1ccc2[nH]c(C(=O)O)c(NC(=O)CN3CCN(c4cccc(C)c4C)CC3)c2c1
  Tb MetRS inh = 0.1; CSN inh = 2; Scp-1 inhibitor = -4; STEP inh = 0; DNMT1 block = -1; Rpn11 block = i; NadD inh = 23; MsrA inhibitor = 0.2; SUMO1-SIM PPI = -9; LMPTP block = 0.8

SMILES: O=C(COC(=O)c1ccc(O)cc1)Nc1ccccc1
  Tb MetRS inh = -1.4; CSN inh = 0; Scp-1 inhibitor = 1; STEP inh = 2; DNMT1 block = 5; Rpn11 block = i; NadD inh = -8; MsrA inhibitor = 0.2; SUMO1-SIM PPI = -3; LMPTP block = -0.4

Structural class, those above with a Cl atom
| canonical_smiles | Tb MetRS inh | CSN inh | Scp-1 inhibitor | STEP inh | DNMT1 block | Rpn11 block | NadD inh | MsrA inhibitor | SUMO1-SIM PPI | LMPTP block |
| --- | --- | --- | --- | --- | --- | --- | --- | --- | --- | --- |
| O=C1NCC(Nc2ccccc2Cl)C(=O)N1 (configuration not stated) | -0.5 | 1 | -5 | 0 | 6 | i | -1 | -1.0 | 5 | -0.3 |
| Cc1ccc(C(=O)O/N=C/c2c(C)nn(C)c2Cl)cc1 | -0.7 | 14 | 4 | -1 | -1 | i | -3 | 1.4 | -1 | 0.8 |
| CCCN(CCC)CCCNC(=O)c1ccc(CS(=O)(=O)c2c(Cl)cccc2Cl)o1 | -0.5 | 0 | -2 | -2 | -3 | i | -8 | -0.7 | 0 | -2.8 |

(more compounds)
| canonical_smiles | Tb MetRS inh | CSN inh | Scp-1 inhibitor | STEP inh | DNMT1 block | Rpn11 block | NadD inh | MsrA inhibitor | SUMO1-SIM PPI | LMPTP block |
| --- | --- | --- | --- | --- | --- | --- | --- | --- | --- | --- |
| COCCn1c(SCCN2CCCCC2)nc2ccccc2c1=O | -0.5 | -6 | -2 | 0 | 2 | i | -4 | 0.8 | -2 | -2.3 |
| COCCN(C(=O)C1=COCCO1)c1c(N)n(Cc2ccccc2)c(=O)[nH]c1=O | 0.1 | -1 | -5 | -2 | 0 | i | -2 | -0.6 | -1 | -0.8 |
| C=CCn1c(C#N)c(N)sc1=N | -0.2 | 3 | -4 | -5 | -9 | + | 2 | 0.3 | -1 | -1.1 |
| Cc1ccc(S(=O)(=O)n2ccc3cccnc32)cc1 | -0.3 | 2 | -2 | 4 | -3 | i | 7 | 0.8 | 0 | -0.6 |
| N#CCCN(C(=O)COC(=O)CCc1nc2ccccc2c(=O)[nH]1)c1ccccc1F | -0.3 | -3 | 1 | -3 | 0 | i | 5 | -1.6 | 4 | 0.3 |
| CCc1ccc(N(CC(=O)O)S(=O)(=O)c2c(C)noc2C)cc1 | -0.9 | -3 | 0 | -2 | -2 | i | 8 | 0.3 | -1 | -0.3 |
| COc1cc(C(=O)N2C[C@H]3CON(C)[C@H]3C[C@H]2c2ccc(N3CCCCC3)cc2)cc(OC)c1OC | -0.3 | 7 | . | -7 | -6 | i | 0 | 0.1 | 3 | -2.4 |
| CCO[C@@H]1OC(C(=O)NCc2ccccc2)=C[C@H](c2csc3ccccc23)[C@H]1CCCO | -0.1 | 0 | -6 | -3 | -3 | i | 0 | -0.5 | -5 | 1.6 |
| COc1ccc(Br)c(Cn2c(C)c(C(=O)NCc3ccc(F)cc3)sc2=O)c1 | -0.4 | -7 | . | 0 | 2 | i | 0 | 0.3 | 5 | 1.7 |
| Cc1nc2c(-c3ccc(F)cc3)c(C)nn2c(C)c1CCC(=O)N1CCN(c2ccc(F)cc2)CC1 | 0.2 | 2 | -13 | 3 | -4 | i | -2 | -0.5 | 5 | 1.3 |
| O=C1NC[C@H](Cc2ccc(O)cc2)N(CCc2cccc3ccccc23)C1=O | 0.5 | 3 | 2 | 5 | 4 | i | 4 | 0.6 | 19 | -0.5 |
| COc1ccccc1C(=O)NC(=O)COC(=O)c1cccc(NC(C)=O)c1 | 0.1 | 5 | -2 | -2 | 1 | i | -13 | -0.2 | 4 | 0.3 |
| O=S(=O)(c1ccc(Cl)cc1)N1CCN(Cc2cccnc2)CC1 | -0.6 | -1 | -8 | -2 | 0 | i | 1 | -1.2 | 0 | -0.8 |
| CC(=O)C1=C(C)NC(=O)NC1c1ccc2c(c1)OCO2 (configuration not stated) | -0.3 | 1 | -9 | -1 | 2 | i | -10 | -0.1 | -5 | 0.1 |
| OCc1cc(C(O)CNCCCCCCOCCCCc2ccccc2)ccc1O (configuration not stated) | 0.2 | -8 | -6 | -4 | -14 | i | -7 | -0.6 | -2 | 0.6 |
| Cn1c([N+](=O)[O-])cnc1COC(N)=O | -0.8 | -1 | -6 | 0 | 3 | i | -2 | 0.8 | -19 | -1.4 |
| C[C@H](NS(=O)(=O)c1ccc2c(c1)OCCCO2)C(=O)N1CCN(c2ccc(F)cc2)CC1 | -0.2 | -2 | -5 | -2 | 7 | i | -1 | 0.2 | -3 | -2.9 |
| CCc1ccc2nc(N(CCCN(C)C)C(=O)c3ccc(S(=O)(=O)N4CCCC4)cc3)sc2c1 | -0.8 | 6 | 7 | -2 | 0 | i | -5 | -0.6 | 3 | -1.1 |
| CN(C)S(=O)(=O)c1ccc(Cl)c(NC(=O)COC(=O)/C=C/c2ccco2)c1 | -0.4 | -11 | 69* | 6 | 26 | i | -1 | 0.4 | -3 | 5.7 |

Compounds were not picked by outcome; overall some 3.9% were active at least once.
